Avidin fluor = green autofluorescence of compounds with avidin beads – biophysical, 488/530 nm, flow cytometry, artefact control, profiling panel | compound fluorescence 488/530 nm; stronger effect = higher value | fluorescence (KMESF) at 10 µM | 220,000 tested, 0.38% active; in the data active = fluorescence above about 47; also: inactives centre near 10
Bim-Bcl-XL = inhibitors of Bim-Bcl-XL binding, primary screen, biochemical, multiplexed, bead flow cytometry, human Bcl-XL | Bim peptide-Bcl-XL binding, fluorescence | inhibition, % at 10 µM | 190,000 tested, 0.04% active | AID 1007, 2008
Target sequence (Q07817 whole entry, looked up): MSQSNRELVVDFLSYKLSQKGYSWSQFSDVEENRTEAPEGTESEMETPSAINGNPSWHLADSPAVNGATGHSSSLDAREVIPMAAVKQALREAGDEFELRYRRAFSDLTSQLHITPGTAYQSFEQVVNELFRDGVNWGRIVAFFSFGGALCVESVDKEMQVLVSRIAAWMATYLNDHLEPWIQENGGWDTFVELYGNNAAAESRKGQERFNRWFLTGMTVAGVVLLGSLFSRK
Bim-Bcl-W = inhibitors of Bim binding to Bcl-W, primary screen, biochemical, multiplexed, bead-based flow cytometry | Bcl-2-like protein 2 (Homo sapiens), Q92843 | Bim peptide-Bcl-W binding | inhibition, % at 10 µM | 190,000 tested, 0.02% active | AID 952, 2007;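 also: 0% = bound tracer without compound and 100% = peptide blocker; higher means less fluorescent Bim peptide bound to Bcl-W beads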
Target sequence (Q92843 whole entry, looked up): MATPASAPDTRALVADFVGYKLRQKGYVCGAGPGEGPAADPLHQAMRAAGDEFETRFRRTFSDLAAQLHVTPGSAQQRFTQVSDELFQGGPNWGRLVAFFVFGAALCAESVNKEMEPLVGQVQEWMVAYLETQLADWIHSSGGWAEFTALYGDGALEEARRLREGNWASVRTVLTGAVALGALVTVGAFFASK
Bfl-1 Bim block = inhibitors of Bim binding to Bfl-1, primary screen, biochemical, multiplexed, bead-based flow cytometry | Bim-Bfl-1 binding inhibition | Bcl-2-related protein A1 (Homo sapiens), Q16548 | AID 1008, 2008 | 190,000 tested, 0.12% active | inhibition, % at 10 µM;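 also: 0% = wells without compound plus tracer and 100% = blocker peptide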
ABCG2 inh = ABCG2 efflux pump inhibitors, primary screen, multiplex with ABCB1, IgMXP3 cells, flow cytometry | 190,000 tested, 0.1% active | inhibition, % at 6.6 µM | AID 1325, 2008 | JC-1 efflux;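 active = inhibition above 80%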;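 also: 0% = DMSO and 100% = nicardipine control wells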
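Test system: IgMXP3 (ABCG2) plus far-red-tagged CCRF-Adr (ABCB1) cells / Amount: 3 million cells/mL in well / Reagent: JC-1 transporter substrate / Timing: 10 min compound exposure, 25 °C / Signal: flow cytometry, 530 nm JC-1 signal / Read-out: percent efflux inhibition, scaled nicardipine 100% to DMSO 0% / Benchmarks: nicardipine as high control, DMSO as low control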
Bcl-B Bim block = inhibitors of Bim-Bcl-B binding, primary screen, biochemical, multiplexed, human Bcl-2 family; Bcl-2-like protein 10 (Homo sapiens), Q9HD36; bead-based flow cytometry, Bim peptide-Bcl-B binding; inhibition, % at 10 µM; 190,000 tested, 0.073% active;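 also: 0% = tracer peptide without compound and 100% = reference inhibitor peptide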
Bcl-2 Bim block = inhibitors of Bim-Bcl-2 binding, primary screen, biochemical, multiplexed, human Bcl-2 family | AID 950, 2007 | Bead-based flow cytometry, Bim peptide-Bcl-2 binding | 190,000 tested, 0.06% active | Apoptosis regulator Bcl-2 (Homo sapiens), P10415 | inhibition, % at 10 µM; in the data active = inhibition above about 40%; inconclusive = no clear call, values can overlap the other calls;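 also: 0% = no compound wells with probe peptide and 100% = reference peptide inhibitor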
Target sequence (P10415 whole entry, looked up): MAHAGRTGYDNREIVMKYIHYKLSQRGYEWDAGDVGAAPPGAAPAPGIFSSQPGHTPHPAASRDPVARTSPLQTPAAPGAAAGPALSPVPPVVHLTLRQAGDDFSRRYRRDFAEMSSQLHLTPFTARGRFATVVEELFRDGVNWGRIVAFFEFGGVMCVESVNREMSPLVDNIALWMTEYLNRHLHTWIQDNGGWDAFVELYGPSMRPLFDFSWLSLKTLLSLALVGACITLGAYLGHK
RGS7-Gao reg = RGS7-Galphao binding modulators, primary screen, biochemical, multiplexed bead flow cytometry | binding response (% of control), % at 10 µM | 220,000 tested, 0.35% active | Guanine nucleotide-binding protein G(o) subunit alpha (Homo sapiens), P09471 | AID 1439, 2008 | actives lie on both sides; in the data active = binding response below about 49% or above about 150%; inconclusive = no clear call, values can overlap the other calls; inactive = in between;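 also: fluorescent Galphao held in activated GDP-AlF4 state binding bead-coupled RGS7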
Target sequence (P09471 whole entry, looked up): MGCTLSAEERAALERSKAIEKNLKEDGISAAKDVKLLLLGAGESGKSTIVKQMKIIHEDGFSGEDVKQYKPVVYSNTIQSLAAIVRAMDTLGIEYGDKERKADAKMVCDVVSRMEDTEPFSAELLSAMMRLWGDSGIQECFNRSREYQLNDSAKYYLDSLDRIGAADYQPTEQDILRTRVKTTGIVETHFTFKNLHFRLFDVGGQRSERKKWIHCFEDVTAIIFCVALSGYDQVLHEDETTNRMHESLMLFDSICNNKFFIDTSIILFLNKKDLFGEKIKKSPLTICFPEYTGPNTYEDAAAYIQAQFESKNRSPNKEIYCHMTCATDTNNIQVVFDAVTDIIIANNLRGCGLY
GSH fluor = compound fluorescence on glutathione beads, profiling panel, artefact control, biophysical, 488/530 nm, flow cytometry; GSH beads flow cytometry, compound fluorescence 488/530 nm; stronger effect = higher value; fluorescence (KMESF) at 10 µM; 190,000 tested, 0.25% active; in the data active = fluorescence above about 89;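 also: glutathione beads carrying GST-tagged Bcl family fusion proteins plus one bare bead set; values are compound well signal with DMSO vehicle wells as background; inactives centre near 16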
ABCB1 block = ABCB1 efflux pump inhibitors, primary screen, cell-based, multiplex, flow cytometry, ABCG2 counter-screen; ATP-dependent translocase ABCB1 (Homo sapiens), P08183; CCRF-Adr cells, JC-1 efflux; inhibition, % at 6.6 µM; 190,000 tested, 0.067% active; in the data active = inhibition above about 40%;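 also: 0% = vehicle and 100% = reference inhibitor; higher value means more JC-1 retained so stronger ABCB1 efflux block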
RGS4-Gao reg = modulators of RGS4 binding to Galphao, primary screen, biochemical, multiplexed bead flow cytometry. actives lie on both sides. 220,000 tested, 0.33% active. binding response (% of control), % at 10 µM. Guanine nucleotide-binding protein G(o) subunit alpha (Homo sapiens), P09471. AID 1415, 2008; in the data active = binding response below about 49% or above about 150%; inactive = in between;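 also: fluorescent Galphao activated with aluminum fluoride binding bead-coupled RGS4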
Numbers without * were called inactive; ? = inconclusive; · = not tested or not shown. Rule as the data show it, unless noted: active = inhibition above about 40%.

SMILES	Avidin fluor	Bim-Bcl-XL	Bim-Bcl-W	Bfl-1 Bim block	ABCG2 inh	Bcl-B Bim block	Bcl-2 Bim block	RGS7-Gao reg	GSH fluor	ABCB1 block	RGS4-Gao reg
CC(C)Sc1cc(N2CCCC2)nc(-c2ccccc2Cl)n1	6	-1	-1	0	3	1	1	93	9	0.9	95
Nn1c(SCC(=O)Nc2ccc3c(c2)OCO3)nnc1-c1ccccc1	5	5	3	-9	5	-10	-8	101	43	-0.1	102
c1ccc(-c2ccn3nnnc3n2)cc1	7	·	·	·	3	·	?	100	37	-0.2	102
Cc1cc(C)n(C(=O)C(C)N2C(=O)c3ccccc3C2=O)n1 (stereo unspecified)	26	-2	4	-10	47	-5	-5	103	31	2.9	101
COC(=O)c1oc(-c2ccc(Cl)cc2)nc1C	8	3	0	7	11	9	3	111	16	1.2	101
CCOC(=O)C1CCCN(C(=O)c2ccc3c(c2)N(Cc2ccccc2)C(=O)c2ccccc2S3=O)C1 (stereo unspecified)	11	0	-3	7	4	2	2	93	11	6.9	97
Nc1nc(Nc2ccc(Cl)cc2Cl)nc(C(F)(F)F)n1	3	-3	1	0	12	0	-2	104	60	1.1	110
Cc1occc1-c1nnc(SCC(=O)N2CCOCC2)n1Cc1ccco1	22	-9	-6	-10	0	-10	-12	101	14	0.0	105
COC(=O)CSc1ncccc1-c1nc2ccccc2[nH]1	7	-18	-5	-14	1	-11	-10	103	29	0.1	100
Cn1cc(/C=C2\SC(=S)N(NC(=O)c3ccccc3)C2=O)c2ccccc21	5	-7	-1	1	-13	-18	1	100	8	-4.8	101
CCOC(=O)C(NC(=O)CC)(Nc1ccccc1)C(F)(F)F (stereo unspecified)	5	-3	-1	-1	10	-4	0	101	25	1.1	99
c1ccc(OCc2cc(-c3ccccc3)no2)cc1	12	-1	0	-6	0	-2	-1	106	15	-0.1	101

9 entries already listed, sorted by count of non-hydrogen atoms, low to high:
SMILES	Avidin fluor	Bim-Bcl-XL	Bim-Bcl-W	Bfl-1 Bim block	ABCG2 inh	Bcl-B Bim block	Bcl-2 Bim block	RGS7-Gao reg	GSH fluor	ABCB1 block	RGS4-Gao reg
c1ccc(-c2ccn3nnnc3n2)cc1	7	·	·	·	3	·	?	100	37	-0.2	102
COC(=O)c1oc(-c2ccc(Cl)cc2)nc1C	8	3	0	7	11	9	3	111	16	1.2	101
c1ccc(OCc2cc(-c3ccccc3)no2)cc1	12	-1	0	-6	0	-2	-1	106	15	-0.1	101
Nc1nc(Nc2ccc(Cl)cc2Cl)nc(C(F)(F)F)n1	3	-3	1	0	12	0	-2	104	60	1.1	110
COC(=O)CSc1ncccc1-c1nc2ccccc2[nH]1	7	-18	-5	-14	1	-11	-10	103	29	0.1	100
CC(C)Sc1cc(N2CCCC2)nc(-c2ccccc2Cl)n1	6	-1	-1	0	3	1	1	93	9	0.9	95
Nn1c(SCC(=O)Nc2ccc3c(c2)OCO3)nnc1-c1ccccc1	5	5	3	-9	5	-10	-8	101	43	-0.1	102
Cn1cc(/C=C2\SC(=S)N(NC(=O)c3ccccc3)C2=O)c2ccccc21	5	-7	-1	1	-13	-18	1	100	8	-4.8	101
CCOC(=O)C1CCCN(C(=O)c2ccc3c(c2)N(Cc2ccccc2)C(=O)c2ccccc2S3=O)C1 (stereo unspecified)	11	0	-3	7	4	2	2	93	11	6.9	97

(cont.)
SMILES	Avidin fluor	Bim-Bcl-XL	Bim-Bcl-W	Bfl-1 Bim block	ABCG2 inh	Bcl-B Bim block	Bcl-2 Bim block	RGS7-Gao reg	GSH fluor	ABCB1 block	RGS4-Gao reg
Cc1ncc([N+](=O)[O-])n1CCOC(=O)c1ccc(Br)cc1	10	0	-1	4	9	0	0	112	16	0.9	104
CCOC(=O)Nc1ccc2c(CN3C(=O)NC(CC)(CC)C3=O)cc(=O)oc2c1	13	-4	-1	-2	3	-4	-2	100	25	0.1	98
COc1ccc2nc(C)cc(N3CC(C)OC(C)C3)c2c1 (stereo unspecified)	7	-2	-1	-8	1	-3	0	97	69	0.3	107
Nc1nc(SCC(=O)Nc2ccc3c(c2)CCC3)n[nH]1	13	-4	-4	-4	1	-9	-2	104	12	-1.1	103
O=C(CSc1nc(C2CC2)nc2ccccc12)NCc1ccc2c(c1)OCO2	16	-8	-3	-15	27	-6	-5	101	27	5.4	105
Oc1c(Br)cc(Br)cc1C=NCc1ccc(F)cc1	10	-4	-3	-3	1	-4	-2	102	26	0.2	98
CNc1nc(CC(C)=O)ns1	7	-18	0	-14	-4	-5	-8	96	36	-2.4	100
CCn1c(CC(=O)Nc2ccc(C)c(Cl)c2)nnc1SCC(=O)Nc1nc(C)cs1	8	-1	1	-7	1	-2	-7	101	11	0.1	100
Cn1c(CNC(=O)C(C)(C)C)nc2ccccc21	5	-1	-3	-12	4	-7	-6	90	26	0.2	96
COc1ccc(C(=O)C2CCCN(Cc3cccc4c3OCO4)C2)cc1OC (stereo unspecified)	3	-5	-4	-5	5	-6	0	100	8	4.0	102
COC(=O)c1ccc(CSc2nc3c(cnn3-c3ccc(C)cc3)c(=O)[nH]2)o1	7	-19	-20	-18	4	-25	-18	101	50	0.8	105
CCN(CC)S(=O)(=O)c1ccc(N2CCOCC2)c(NC(=O)c2ccccc2)c1	3	8	0	6	3	-12	6	114	6	1.0	108
CCNC(=O)NC1(C(=O)Nc2ccc3c(c2)OCCO3)CCCCC1	9	-1	-1	0	2	-2	-4	99	9	0.2	99
O=C(Nc1ccc2snnc2c1)N1CCCCC1	11	-5	-3	-10	10	-5	-6	95	14	1.3	98
O=C(CCc1ccc(S(=O)(=O)NC2CCCCC2)cc1)NCc1ccccc1	7	-7	4	-10	1	-5	-6	102	40	-0.1	104
S=C(NCc1cccnc1)Nc1cccc(Cl)c1	11	-22	-2	-17	5	-13	-16	103	29	0.7	103
O=C(Cc1sc(Nc2ccccc2)nc1-c1ccccc1)NCc1ccccc1	9	-9	-6	-8	15	-13	-5	99	11	0.5	97
CC1CCCCC1NC(=O)CN1C(=O)NC(C)(c2ccc(OC(F)F)cc2)C1=O (stereo unspecified)	22	-2	0	-1	3	0	1	99	11	0.6	97
Cc1cccc(C)c1-n1c(C)cc(/C=C2\C(=O)NN(c3ccccc3)C2=O)c1C	8	-5	1	-12	2	-6	-9	96	14	1.5	97
Cc1ccccc1NC(=O)C(C#N)Cc1cccnc1 (stereo unspecified)	13	1	3	-2	2	-3	-8	104	14	0.3	107
COC(=O)c1sccc1NC(=O)C1C2C=CC(C2)C1C(=O)O (stereo unspecified)	20	-4	0	6	1	1	-2	99	16	0.5	101
CC(C)c1ccc(-n2c(-c3ccccc3)c[n+]3c2CCc2ccccc2-3)cc1	28	-2	0	-1	1	-6	-2	107	16	-0.1	108
Cn1c(=O)c2c(nc(NCCOc3ccc(F)cc3)n2C)n(C)c1=O	9	6	5	0	2	1	-2	106	23	0.3	101
Fc1ccc(CN2CCSCC2)cc1Br	3	-4	-1	0	1	-1	2	90	18	0.7	95

The closing 2 entries of the section above are carried over, then new ones follow:
SMILES	Avidin fluor	Bim-Bcl-XL	Bim-Bcl-W	Bfl-1 Bim block	ABCG2 inh	Bcl-B Bim block	Bcl-2 Bim block	RGS7-Gao reg	GSH fluor	ABCB1 block	RGS4-Gao reg
Cn1c(=O)c2c(nc(NCCOc3ccc(F)cc3)n2C)n(C)c1=O	9	6	5	0	2	1	-2	106	23	0.3	101
Fc1ccc(CN2CCSCC2)cc1Br	3	-4	-1	0	1	-1	2	90	18	0.7	95
CC(C)(C)OC(=O)NCCc1nnc(S(=O)(=O)Cc2ccc(Cl)cc2Cl)o1	15	-3	-1	-4	2	0	-1	94	22	0.5	97
CCOc1ccc(NC(=O)N(CC(C)C)CC(C)C)cc1	12	0	2	-2	0	1	5	106	6	0.0	102
COc1cc(NC(=O)c2ccc3c(c2)OCO3)ccc1NC(=O)c1ccco1	7	-1	17	17	9	0	8	103	63	0.5	103
COc1ccc2c(c1OC)C(=O)N(c1cccc(C)c1)C2	14	-10	-3	-18	61	-13	-9	100	36	3.5	103
CCN1CCCC1Cn1cnc2c([nH]c3ccc(Cl)cc32)c1=O (stereo unspecified)	12	0	2	-10	4	0	-1	102	12	0.4	107
COc1cccc(C(=O)CSc2nc3ccccc3n2CC(=O)N(C(C)C)C(C)C)c1	8	-3	-9	-8	1	-6	6	103	81	0.4	103
CCOc1cc(S(=O)(=O)N2CC=C(c3ccc(F)cc3)CC2)c(OCC)cc1-n1cnnn1	8	-6	-5	-2	3	7	-1	96	5	1.1	101
Cc1cc(=O)oc(C)c1C(=O)O	12	-7	1	-17	7	-8	-7	99	31	0.2	98
COc1cccc(-c2nc3n(n2)C(c2ccccc2Cl)C(C(N)=O)=C(C)N3)c1 (stereo unspecified)	26	-9	-4	-18	2	-9	-9	99	15	0.1	99
OC(CNCc1ccc(F)cc1)(c1ccc(F)cc1)c1ccc(F)cc1	22	0	4	-5	12	-4	-1	106	14	1.7	102
O=C(CSCCNS(=O)(=O)c1ccccc1)Nc1ccccc1	17	-1	0	-2	4	0	-3	112	16	0.6	104
CCCCNC(=O)c1c(C)cc(=O)oc1C	6	-4	-7	0	-1	-4	0	112	14	-0.2	119
COC(=O)c1cccc(OCC(O)Cn2ccnc2)c1 (stereo unspecified)	47	-7	-3	-19	1	-5	-14	105	26	0.2	104
Cc1cc(C)n(-c2ccc(F)cc2CN2CCN(Cc3ccccc3)C(CCO)C2)n1 (stereo unspecified)	1	-5	-2	-5	9	-5	-4	91	14	3.3	98
CCn1c(C)nc2c(=O)oc3ccccc3c21	34	-6	-4	-24	36	-6	-9	101	26	0.0	100
COc1ccc(NC(=S)N2CCC(c3nc4ccc(Cl)cc4[nH]3)CC2)c(OC)c1	16	-5	-2	-5	0	-2	-4	98	29	0.3	99
O=C(C1=C[C@@H](c2ccc3c(c2)OCO3)C[C@@H](OCCCCO)O1)N1CCOCC1	6	2	2	0	1	-3	0	102	21	0.3	102
CC(Cc1c[nH]c2ccccc12)NC(=O)OCCCl (stereo unspecified)	5	-4	0	0	3	-6	-1	97	22	0.8	98

Screening data (PubChem BioAssay)
